HttQ103 aggreg: mutant huntingtin aggregation inhibition. Potency, µM (top dose mostly 46.1 µM), for inactives: at the top dose activity change, negative = inhibition, most hits filed as inhibitors. AID 1688. PC12 HttQ103-GFP aggregates, Acumen cytometry, 40 h. actives 1.1% (n = 220,000); further: on the % scale 0 is the no-effect control and ±100 the full control effect; nearly all actives have a fitted effect of over 60% in size
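Aggregates are detected as GFP objects 1–25 µm with signal 6 STDEV over background in lysates of induced PC12 cells. These carry Huntingtin exon 1 with 103 glutamines fused to GFP under an ecdysone promoter; compounds titrated.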
Tau FP inhib: tau fibrillization inhibition (FP); actives 0.39% (n = 280,000); K18 P301L tau heparin fibrillization, Alexa594 FP, 6 h; Potency, µM (top dose mostly 57.7 µM), without a hit: at the highest dose activity, negative = inhibition, actives largely listed as inhibitors; further: on the % scale 0 is the no-effect control and ±100 the full control effect; nearly all actives have a fitted effect of over 55% in size
Target sequence (P10636 561-689 P618L limits assumed): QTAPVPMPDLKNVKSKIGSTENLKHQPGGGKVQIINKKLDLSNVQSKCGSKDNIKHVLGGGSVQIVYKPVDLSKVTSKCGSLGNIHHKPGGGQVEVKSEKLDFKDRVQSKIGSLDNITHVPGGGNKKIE
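Steps: dispense K18 P301L tau (15 uM plus 0.24 uM Alexa 594 tracer, final) in pH 7 sodium acetate; add compound; add heparin (20 uM final); incubate 6 hr, 37 C; add ThT (30 uM final); after 1 hr ambient, read FP.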
JMJD2E inh: blocks human JMJD2E demethylase activity; B2RXH2; JMJD2E catalytic domain, FDH-coupled NADH fluorescence (FDH is formaldehyde dehydrogenase); Potency, µM (titrated, usually from 57.1 µM), for the others: at the highest dose activity change, negative = inhibition, hits mostly inhibitors; actives 1.6% (n = 230,000); AID 2147; active means well fitted inhibition curve with a large enough effect, not every such curve was filed as active; inconclusive means small, poorly fitted or top-dose-only effect, or another doubt; inactive means no such curve, though single readings can be large or run the other way;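 further: 0% = wells with enzyme and -100% = buffer wells without enzyme; nearly all actives have a fitted effect of over 50% in size; many of its hits are not listed in these tables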
Target sequence (B2RXH2 1-337 limits assumed): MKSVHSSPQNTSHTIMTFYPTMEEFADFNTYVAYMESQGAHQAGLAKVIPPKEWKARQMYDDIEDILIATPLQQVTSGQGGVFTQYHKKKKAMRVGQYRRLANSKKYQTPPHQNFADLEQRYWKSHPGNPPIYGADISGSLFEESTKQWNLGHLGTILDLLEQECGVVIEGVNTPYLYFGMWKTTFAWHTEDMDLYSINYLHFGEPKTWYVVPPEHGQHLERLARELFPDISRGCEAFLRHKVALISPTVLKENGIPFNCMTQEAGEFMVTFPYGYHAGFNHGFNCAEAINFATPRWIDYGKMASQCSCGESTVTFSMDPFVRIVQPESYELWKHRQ
ALDH1A1 block: blocks purified human ALDH1A1 activity | P00352 | Purified ALDH1A1, NADH fluorescence, propionaldehyde substrate | Potency, µM (top dose mostly 75.3 µM), inactives show at the top dose activity, negative = inhibition, usual class: inhibitors | actives 7.3% (n = 220,000) | AID 1030; active means well fitted inhibition curve with a large enough effect, not every such curve was filed as active; inconclusive means small, poorly fitted or top-dose-only effect, or another doubt; inactive means no such curve, though single readings can be large or run the other way;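 further: plate controls were no enzyme wells and a reference inhibitor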
Target sequence (P00352 whole entry, looked up): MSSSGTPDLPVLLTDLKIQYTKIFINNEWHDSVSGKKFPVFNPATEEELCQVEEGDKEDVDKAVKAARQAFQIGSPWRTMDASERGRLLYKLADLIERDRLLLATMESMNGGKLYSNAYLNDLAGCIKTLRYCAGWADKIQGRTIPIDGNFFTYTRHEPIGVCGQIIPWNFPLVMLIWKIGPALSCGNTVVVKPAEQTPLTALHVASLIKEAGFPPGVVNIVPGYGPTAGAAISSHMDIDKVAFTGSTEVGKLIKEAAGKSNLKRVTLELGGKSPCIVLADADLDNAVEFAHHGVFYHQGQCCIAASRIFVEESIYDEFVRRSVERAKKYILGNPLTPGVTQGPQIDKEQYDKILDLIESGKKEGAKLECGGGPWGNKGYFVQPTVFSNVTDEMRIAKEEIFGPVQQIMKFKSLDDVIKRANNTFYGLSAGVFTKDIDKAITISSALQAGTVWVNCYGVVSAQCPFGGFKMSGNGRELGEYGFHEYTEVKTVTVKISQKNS
Tau ThT inhib: tau fibrillization inhibition (ThT binding); actives 2.1% (n = 270,000); recombinant tau K18 P301L, heparin-induced fibrillization, ThT fluorescence; Potency, µM (titrated, usually from 57.4 µM), without a hit: top-dose activity, negative = inhibition, most hits filed as inhibitors; AID 1460; further: on the % scale 0 is the no-effect control and ±100 the full control effect; nearly all actives have a fitted effect of over 55% in size
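Aggregation was driven by heparin (20 uM final) acting on recombinant tau […] bearing P301L in 100 mM sodium acetate pH 7; fibrils were detected with Thioflavin T.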
HTT cytoprotect: Huntington cell model cytoprotection by ATP luminescence | PC12 HTT-Q103 induced, cytoprotection, ATP luminescence, 40 h | Potency, µM (titrated, usually from 56.4 µM), for inactives: cytoprotection (ATP increase), most hits filed as activators | actives 0.14% (n = 230,000);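 further: % of control where 0% means no effect; nearly all actives have a fitted effect of over 45% in size; toxic huntingtin expression switched on by the ecdysone agonist tebufenozide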
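Compounds added alongside 100 nM tebufenozide, which induces toxic Q103 huntingtin exon 1-GFP in stable PC12 cells; surviving cells quantified by luminescent ATP measurement. Medium: phenol red-free DMEM, 5% equine and 5% calf serum.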
SMN2 splice up: enhancers of SMN2 splice variant expression. Potency, µM (series often up to 46.1 µM), for inactives: at the highest dose activity change, positive = activation, hits mostly activators. AID 1458. HEK293 SMN2-luciferase splicing reporter, luminescence, 30-36 h. actives 2.8% (n = 210,000); further: % of control where 0% means no effect; nearly all actives have a fitted effect of over 55% in size
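HEK293 cells carry an SMN2 minigene-luciferase reporter in which exon 7 inclusion puts luciferase in frame. Cells were seeded at 2000 cells/well, attached for 10-12 hours, then exposed to compounds for 30-36 hours at 37C before ONE-Glo luminescence.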
Tau fluor counter: counter-screen for tau fibril formation inhibitors; actives 0.93% (n = 280,000); tau K18 P301L Alexa594 fluorescence, heparin fibrillization; Potency, µM (doses to about 57.7 µM), for the others: at the highest dose activity change, negative = decrease; further: on the % scale 0 is the no-effect control and ±100 the full control effect; nearly all actives have a fitted effect of over 55% in size
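Human tau K18 P301L (15 uM unlabeled, 0.24 uM Alexa 594-labeled) in 100 mM sodium acetate pH 7 with 20 uM heparin, 6 hr at 37 C. ThT 30 uM added, 1 hr ambient; Alexa 594 FP and total fluorescence read at 555/632 nm.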
Numbers without * were called inactive; ? = inconclusive; / = no result given; & = joins results of further samples; [ ] = remark or other dose. Unless noted, the call rests on the fitted dose curve; in most records, active means well fitted curve in the direction sought with a large enough effect; inconclusive means small, poorly fitted or top-dose-only effect, or another doubt; inactive means no such curve, though single readings can be large; an effect the other way counts as inactive or inconclusive. Potency means the concentration at half of the fitted maximal effect.

SMILES	HttQ103 aggreg	Tau FP inhib	JMJD2E inh	ALDH1A1 block	Tau ThT inhib	HTT cytoprotect	SMN2 splice up	Tau fluor counter
COc1cccc2sc(N3CCN(c4nc5ccccc5s4)CC3)nc12	23%	-6%	4%	14µM*	-21%	-29%[0.074 µM]	/	-9%
CCn1nnnc1SCC(=O)Nc1sc(C)c(C)c1C#N	2%	-1%	6%	-2%	-9%	12%	18%	-12%
O=C(CN(c1ccc(F)cc1)S(=O)(=O)c1ccc2c(c1)OCCO2)Nc1ccccc1	3%[9.22 µM]	0%	-3%	?	-6%	-1%	-14%	-9%
CC(=O)c1c(COC(=O)c2ccco2)nc2ccccc2[n+]1[O-]	5%	5%	7%	?	-21%	3%[0.074 µM]	?	-16%
CCSc1nnc(NC(=O)Cc2ccc(OC)c(S(=O)(=O)N3CCOCC3)c2)s1	-6%	-15%	-2%	?	-3%	24%[10 µM]	-6%	-12%
COc1ccc(OCC(O)CNC(=O)Nc2cccc3ccccc23)cc1 (stereo not given)	15%[9.22 µM]	-7%	-11%	/	-17%	-4%[10 µM]	/	?
CCc1cccc2c(C(=O)COC(=O)/C=C/c3ccc(O)c(OC)c3)c[nH]c12	18%	-9%	?	-7%	?	5%[10 µM]	11%	16µM*[quencher]
O=c1oc2cc(OCc3c(F)c(F)c(F)c(F)c3F)ccc2cc1-c1ccccn1	-4%	-3%	?	?	-7%	-1%[10 µM]	-10%[1.84 µM]	-10%
Cc1oc(/N=C/c2c(O)ccc3ccccc23)c(C#N)c1C	-1%	?	?	35µM*	18µM*	-2%	-11%	-30%
Cc1cc(C)c(S(=O)(=O)NCCc2cc3cc(C)c(C)cc3[nH]c2=O)c(C)c1	/	3%	/	/	-16%	/	6%	-12%
Cc1oc(-c2ccccc2F)nc1CS(=O)(=O)CC(=O)NCCc1ccc(Cl)cc1	/	7%	/	/	7%	/	-6%	3%
Cn1c(Oc2ccccc2NCc2cc(Br)ccc2O)cc(=O)n(C)c1=O	?	2%	-6%	17%	-15%	24%[10 µM]	-31%[inhibitor]	-19%
CN(C)c1ccc(CC2C(=O)Nc3ccccc32)cc1 (stereo not given)	-6%[9.22 µM]	?	3.2µM*	/	32µM*	-1%[10 µM]	/	?
Cc1ccccc1Cn1c(Cc2ccccc2)nc2ccccc21	-19%	4%	4%	13%	-18%	-19%	-32%[inhibitor]	3%
CCOC(=O)Cc1csc(NC(=O)Nc2ccc(C)cc2)n1	-6%[9.22 µM]	4%	2%	/	2%	-27%[10 µM]	/	-19%
C/C(N)=C(/C#N)C(=O)COC(=O)c1cc(-c2cccc3ccccc23)nc2ccccc12	6%	11µM*	?	?	-3%	-5%[1.9 µM]	-5%	?
N#Cc1ccsc1NC(=O)CN1CCCCC1	9%	?	-15%	-1%	-3%	-1%	-10%	-11%
O=C(c1cn(-c2ccccc2)nc1-c1cccc([N+](=O)[O-])c1)N1CCCCC1	-6%	-8%	6%	?	-10%	-47%[inhibitor]	-9%	-21%
COc1ccc(CCN2C(=O)c3[nH]nc(-c4ccccc4O)c3C2c2ccc(O)c(OC)c2)cc1 (stereo not given)	/	?	/	/	?	/	5%	?
CCC12CN3CC(C)(CN(C1)C3c1c(C)[nH]c3ccccc13)C2=O (stereo not given)	/	-9%	/	/	1%	/	2%	-28%
CCCNC(=O)CSc1nnc(-c2ccco2)n1C	8%	-1%	0%	-4%	-4%	-14%	-6%	2%
O=C(/C(=C/c1ccccc1)n1cncn1)c1ccc(Cl)cc1Cl	-4%	11%	12%	-6%	-9%	19%[10 µM]	-6%[1.84 µM]	11%
C=CC(=O)NC(NC(=O)C=C)c1ccccc1F	7%[9.22 µM]	-7%	5%	/	-9%	0%[10 µM]	/	-11%
Nc1ccc(-c2ccc(N)c([N+](=O)[O-])c2)cc1[N+](=O)[O-]	17%	10%	0%	12%	?	-27%	-15%	?
O=C(NC1=NCCCCC1)c1cccc2ccccc12	2%	-4%	-9%	-6%	-3%	22%[10 µM]	8%	-1%

Brought forward from above: two compounds, followed by the next part.
SMILES	HttQ103 aggreg	Tau FP inhib	JMJD2E inh	ALDH1A1 block	Tau ThT inhib	HTT cytoprotect	SMN2 splice up	Tau fluor counter
Nc1ccc(-c2ccc(N)c([N+](=O)[O-])c2)cc1[N+](=O)[O-]	17%	10%	0%	12%	?	-27%	-15%	?
O=C(NC1=NCCCCC1)c1cccc2ccccc12	2%	-4%	-9%	-6%	-3%	22%[10 µM]	8%	-1%
COc1ccccc1/C=c1\sc2nc(-c3ccco3)nn2c1=O	?	-7%	-3%	-6%	?	-16%[10 µM]	16%	0%
Cc1cc(-c2ccccc2)nc(N(C)NC(=O)C(C)(C)C)c1S(C)(=O)=O	9%	-2%	-6%	6%	1%	-37%	10%	-3%
CCCCCC(O)(CCN1CCCCC1)c1ccc(OCC)cc1 (stereo not given)	-20%	8%	7%	1.8µM*	-19%	-42%[inhibitor]	-11%	-10%
CCOC(=O)CCC(NC(=O)c1ccccc1C(=O)NC(CCC(=O)OCC)C(=O)OCC)C(=O)OCC (stereo not given)	-4%	-2%	-9%	3%	6%	-1%	-4%	2%
COc1ccc(N2CCN(C(=O)CCCCn3c(=O)[nH]c4ccsc4c3=O)CC2)cc1	18%	-8%&-8%	-8%	2%	?	-53%[inhibitor]	-15%&-12%	-8%&-26%
Cc1cc(Nc2ccc(Br)cc2F)n2ncnc2n1	-9%	0%	4%	5%	-5%	-10%	-7%	-4%
CCOC(=O)Cc1cnc(NC(=O)CSc2nc3ncnc(N)c3[nH]2)s1	28%	0%	-26%	9%	-3%	-16%	0%	1%
Cc1ccc(C)c(C2C(C#N)=C(N)Oc3cc(C)oc(=O)c32)c1 (stereo not given)	15%	?	3%	-14%	-11%	/	5%	-22%
O=C1CC(C(=O)Nc2cccc(Cl)c2)n2ncnc2N1 (stereo not given)	21%	-1%	3%	9%	0%	-8%	3%	-6%
O=S(=O)(c1ccc(Cl)s1)N1CCC(Cc2ccccc2)CC1	-9%[9.22 µM]	1%	-3%	13%	-6%	-9%	-8%	-19%
COc1ccc(/C=C2\CCCC3C2=NN(C(=O)COC(=O)CNC(=O)c2ccccc2)C3c2ccc(OC)cc2)cc1 (stereo not given)	?	-8%	?	-2%	-13%	-38%	-8%	-13%
O=C(c1ccc(CSCc2ccccc2F)o1)N1CCN(c2ccc(N3CCOCC3)nn2)CC1	0%	-10%	?	?	?	3%[10 µM]	-47%[inhibitor]	-7%
N#Cc1c2c(c(Nc3ccc(O)cc3)n3c1nc1ccccc13)CCC2	?	1%	3%	15%	?	13%[10 µM]	-19%	-28%
CCOC(=O)C1=C(N)OC2=C(C(=O)CCC2)C1c1cccnc1 (stereo not given)	6%	-14%	-6%	-4%	-1%	3%	6%	-7%
CC(C)NC(=O)CSc1nc2ccccc2c(=O)n1CCCOC(C)C	10%	-6%	14%	1%	-9%	-23%	-16%	-3%
COC(=O)c1cc2sccc2n1Cc1nc(-c2cccc(Cl)c2)oc1C	?	-5%&-14%	?	2%	-8%&-15%	-52%[inhibitor]	9%&-29%	-17%&-19%
O=C(NCc1ccco1)C12CC3CC(C1)CC(C(=O)NCc1ccco1)(C3)C2	-3%	-9%	-3%	3%	-13%	-12%[10 µM]	-6%	-7%
COc1ccc(/C(C)=N\NC(=O)c2ccc3c(c2)OCO3)cc1OC	-32%	-3%	5%	5%	?	-33%[inhibitor]	-8%	-10%
CC(=O)NS(=O)(=O)c1ccc(NC(=O)c2oc3c(Cl)cccc3c2C)cc1	-13%[9.22 µM]	-6%	0%	/	-9%	-9%[10 µM]	/	-1%
Cc1ccccc1OCC(=O)Nc1ccccc1N1CCOCC1	-9%	-3%	-17%	?	-22%	16%[10 µM]	-46%[inhibitor]	-13%
CN1CCN(CC#CCn2c3ccccc3c3ccccc32)CC1	8%	-2%	-16%	-5%	0%	-21%	/	0%
Cc1ccc(NC(=O)CC2SC(=Nc3ccc(O)cc3)NC2=O)cc1 (stereo not given)	27%	5%	-3%	-8%	-1%	/	9%	-4%
COc1ccccc1N/C(N)=N/c1nc(C)cc(C)n1	-25%[9.22 µM]	5%	1%	/	6%	8%[10 µM]	/	11%

Entries shown so far containing a furan ring, fused or not, in the order listed:
SMILES	HttQ103 aggreg	Tau FP inhib	JMJD2E inh	ALDH1A1 block	Tau ThT inhib	HTT cytoprotect	SMN2 splice up	Tau fluor counter
CC(=O)c1c(COC(=O)c2ccco2)nc2ccccc2[n+]1[O-]	5%	5%	7%	?	-21%	3%[0.074 µM]	?	-16%
Cc1oc(/N=C/c2c(O)ccc3ccccc23)c(C#N)c1C	-1%	?	?	35µM*	18µM*	-2%	-11%	-30%
CCCNC(=O)CSc1nnc(-c2ccco2)n1C	8%	-1%	0%	-4%	-4%	-14%	-6%	2%
COc1ccccc1/C=c1\sc2nc(-c3ccco3)nn2c1=O	?	-7%	-3%	-6%	?	-16%[10 µM]	16%	0%
O=C(c1ccc(CSCc2ccccc2F)o1)N1CCN(c2ccc(N3CCOCC3)nn2)CC1	0%	-10%	?	?	?	3%[10 µM]	-47%[inhibitor]	-7%
O=C(NCc1ccco1)C12CC3CC(C1)CC(C(=O)NCc1ccco1)(C3)C2	-3%	-9%	-3%	3%	-13%	-12%[10 µM]	-6%	-7%
CC(=O)NS(=O)(=O)c1ccc(NC(=O)c2oc3c(Cl)cccc3c2C)cc1	-13%[9.22 µM]	-6%	0%	/	-9%	-9%[10 µM]	/	-1%

Bioassay records (PubChem)

Not all compounds are listed. The share of hits here may be higher or lower than overall.
